# MBNL1-CUG inh = qHTS Assay for Inhibitors of MBNL1-poly(CUG) RNA binding; AID 2675, 2010; Potency, µM (doses to about 57.5 µM), inactives show top-dose activity change, negative = inhibition, hits mostly inhibitors; TR-FRET MBNL1-His/biotin-(CUG)12 binding, 665/545 ratio; 280,000 compounds, 0.036% hits; Muscleblind-like protein 1 (Homo sapiens), Q9NR56; active = well fitted inhibition curve with a large enough effect in the signal ratio, with a control signal flat, not every such curve was filed as active; inconclusive = small, poorly fitted or top-dose-only effect, or effect the other way, or a change in a side signal; inactive = no such curve, though single readings can be large or run the other way; the % refers to the signal ratio; note: potency is the fitted concentration of half-maximal effect; % is set by controls: 0 for no effect and ±100 for the full control effect
#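 His-tagged MBNL1 binding to biotinylated (CUG)12 RNA was measured by TR-FRET using terbium anti-His antibody (0.055 ng/ul final) and streptavidin-XL665 (5 nM final). Compounds were titrated 92 nM to 58 uM; 60 min at room temperature.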
# Chronic BCR inh = qHTS Assay to Find Inhibitors of Chronic Active B-Cell Receptor Signaling. Potency, µM (top dose mostly 46.1 µM), inactives show at the highest dose ratio change, negative = lower green/red ratio, actives largely listed as inhibitors. ABC-DLBCL IkBa-CBG/CBR reporter, luminescence ratio, 4 h. 340,000 compounds, 0.05% hits; active = well fitted inhibition curve with a large enough effect in the signal ratio, with a control signal flat, not every such curve was filed as active; inconclusive = small, poorly fitted or top-dose-only effect, or effect the other way, or a change in a side signal; the % refers to the signal ratio;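 note: potency is the fitted concentration of half-maximal effect; plate controls were basal doxycycline-induced cells for no effect and cells given 10 µM MG132 for full effect; MG132 reads +100%, hits lower the ratio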
#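 TMD8 ABC-DLBCL cells carrying doxycycline-inducible green luciferase fused to IkappaBalpha plus unfused red luciferase were exposed to compounds (up to 46 uM) for 4 hrs at 37C. Activity came from the overlap-corrected green/red luminescence ratio.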
# Menin-MLL TR inh = qHTS Assay for Inhibitors Targeting the Menin-MLL Interaction in MLL Related Leukemias: Competition With Texas Red Labeled MLL-derived Mutant Peptide | O00255 | Menin + Texas Red MLL mutant peptide, fluorescence polarization | Potency, µM (highest dose often 61.6 µM), for inactives: at the highest dose FP activity change, negative = inhibition, usual class: inhibitors | 270,000 compounds, 0.23% hits; active = well fitted inhibition curve with a large enough effect in the polarisation, with a control signal flat, not every such curve was filed as active; inconclusive = small, poorly fitted or top-dose-only effect, or effect the other way, or a change in a side signal; inactive = no such curve, though single readings can be large or run the other way; the % refers to the polarisation; note: potency is the fitted concentration of half-maximal effect; % of control where 0% means no effect; many of its hits are not listed in these tables
# Eya2 inh = qHTS Assay for Inhibitors of the Phosphatase Activity of Eya2; Potency, µM (doses to about 76.9 µM), for the others: at the highest dose activity, negative = inhibition, hits mostly inhibitors; AID 488837, 2010; 330,000 compounds, 0.006% hits; recombinant Eya2, OMFP fluorescence dephosphorylation (OMFP is methylfluorescein phosphate); Protein phosphatase EYA2 (Homo sapiens), O00167; note: potency is the fitted concentration of half-maximal effect; % is set by controls: 0 for no effect and ±100 for the full control effect
#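 Eya2 protein (added as 0.2 uM solution) was preincubated with compound for 10 min at ambient temperature in 50 mM HEPES pH 7.5, 50 mM NaCl, 5 uM MgCl2, 0.05% BSA, 1 mM DTT. OMFP (added at 50 uM) then reacted 10 min; fluorescence read at 485/525 nm.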
# hERG WT inh = qHTS for Inhibitors of KCHN2 3.1: Wildtype qHTS | Voltage-gated inwardly rectifying potassium channel KCNH2 (Homo sapiens), Q12809 | AID 720551, 2013 | U2OS, BacMam KCNH2, thallium flux FluxOr; active compounds read low | 340,000 compounds, 0.37% hits | activity change, % at 1.84 µM;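 active = maximum activity change below -70%; inconclusive = maximum activity change between -70% and -50%; inactive = maximum activity change above -50%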; note: % is set by controls: 0 for no effect and ±100 for the full control effect
#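 U2OS cells were transduced with wild-type KCNH2 virus (2.03 x 10^8 / mL) for 4 h at room temperature, then cultured overnight at 37 C. Thallium flux was read with FluxOr dye. Rate constants were normalized to DMSO controls.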
# PKM2 act = qHTS Assay for Activators of Human Muscle isoform 2 Pyruvate Kinase; AID 1631, 2009; 260,000 compounds, 0.34% hits; Potency, µM (highest dose often 57.5 µM), without a hit: at the highest dose activation, actives largely listed as activators; purified PKM2, Kinase-Glo ATP luminescence, activation; response scale: 0% is enzyme alone, no compound; Pyruvate kinase PKM (Homo sapiens), P14618; note: potency is the fitted concentration of half-maximal effect; % is set by controls: 0 for no effect and ±100 for the full control effect; nearly all actives have a fitted effect of over 55% in size
#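 hPK-M2, >95% pure; 0.1 mM ADP / 0.5 mM PEP final; imidazole pH7.2 buffer w/ 7 mM MgCl2, 50 mM KCl; 1 h RT; Kinase-Glo lum. Intermediate enzyme activity for dual inhibitor/activator qHTS.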
# GALK inhibitor = qHTS Assay for Inhibitors of Human Galactokinase (GALK); P51570; Purified GALK, Kinase-Glo residual ATP luminescence; Potency, µM (highest dose often 57.5 µM), for the others: at the top dose activity change, negative = inhibition, most hits filed as inhibitors; 270,000 compounds, 0.007% hits; AID 1868, 2009; note: potency is the fitted concentration of half-maximal effect; % is set by controls: 0 for no effect and ±100 for the full control effect
#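 Quantitative HTS: GALK 5 nM, ATP 35 uM, galactose 100 uM, 1 h room temperature, then luciferase-based ATP detection.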
# USP2a block = qHTS Assay for Inhibitors of Ubiquitin-specific Protease USP2a Using CHOP2 as the Reporter; Potency, µM (top dose mostly 38.3 µM), for the others: at the highest dose activity change, negative = inhibition, usual class: inhibitors; USP2 core, Ub-CHOP2 coupled fluorogenic reporter, 485/531; Ubiquitin carboxyl-terminal hydrolase 2 (Homo sapiens), O75604; 330,000 compounds, 0.01% hits; AID 463254, 2010;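 note: potency is the fitted concentration of half-maximal effect; plate controls were DMSO wells for no effect and full inhibition by NEM control for full effect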
#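 Deubiquitinase activity read as fluorescence (485/531 nm) after Ub-CHOP2 cleavage activates the enterokinase reporter on its substrate; USP2 core 10nM, Ub-CHOP2 and substrate 25nM each, 30min compound preincubation then 60min RT; data normalized to NEM, curves fitted.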
# ASM inhibitor = Inhibitors of Secretory Acid Sphingomyelinase (S-ASM): qHTS; Sphingomyelin phosphodiesterase (Homo sapiens), P17405; Potency, µM (highest dose often 57.5 µM), inactives show at the top dose activity change, negative = inhibition, hits mostly inhibitors; 340,000 compounds, 0.006% hits; AID 504937, 2011; placental ASM, HMU-PC fluorogenic substrate, 60 min; note: potency is the fitted concentration of half-maximal effect
# Target sequence (P17405 47-631 limits assumed): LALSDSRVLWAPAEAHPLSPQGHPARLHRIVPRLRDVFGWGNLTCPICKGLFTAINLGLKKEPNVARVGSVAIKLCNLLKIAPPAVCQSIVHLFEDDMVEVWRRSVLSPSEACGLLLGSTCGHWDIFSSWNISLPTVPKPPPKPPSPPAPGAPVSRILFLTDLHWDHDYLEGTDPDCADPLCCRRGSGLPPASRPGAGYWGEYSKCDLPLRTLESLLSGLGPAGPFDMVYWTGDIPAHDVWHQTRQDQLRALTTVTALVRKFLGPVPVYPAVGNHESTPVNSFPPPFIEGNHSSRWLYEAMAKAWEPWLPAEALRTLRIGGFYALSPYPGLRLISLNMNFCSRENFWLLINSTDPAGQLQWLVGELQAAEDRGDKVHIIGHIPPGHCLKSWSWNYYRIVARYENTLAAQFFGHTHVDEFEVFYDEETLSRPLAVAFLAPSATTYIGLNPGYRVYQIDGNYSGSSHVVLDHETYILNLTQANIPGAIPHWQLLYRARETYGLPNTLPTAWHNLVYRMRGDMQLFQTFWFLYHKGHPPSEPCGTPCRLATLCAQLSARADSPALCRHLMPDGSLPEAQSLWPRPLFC
#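 Fluorescence read-out (Ex 386 nm, Em 447 nm) after stopping the reaction at pH 10. Enzyme: ASM from human placenta; substrate HMU-PC0, 9 uM final; 60 min, 37 °C. Compound preincubation 10 min, ambient temperature.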
# Mito fusion yeast = qHTS Assay for Small Molecule Inhibitors of Mitochondrial Division or Activators of Mitochondrial Fusion. S. cerevisiae fusion-defective mutant growth rescue, CellTiterGlo 48 h. Potency, µM (series often up to 46.1 µM), inactives show at the highest dose growth rescue (activation), hits mostly activators. 320,000 compounds, 0.23% hits;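 note: potency is the fitted concentration of half-maximal effect; % of control where 0% means no effect; nearly all actives have a fitted effect of over 45% in size; temperature-sensitive fusion mutants such as fzo1-1 at 37 °C on non-fermentable ethanol glycerol medium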
#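 Luminescent cell viability in 1536-well qHTS format served as the measure of rescued growth in ts fusion-mutant S. cerevisiae cultured on non-fermentable YPEG for 48 hours at 37C.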
# TSHR antag = Antagonists of the Thyroid Stimulating Hormone Receptor: HTS campaign. Thyrotropin receptor (Homo sapiens), P16473. TSHR-expressing cells, TSH-stimulated cAMP HTRF, 2 h; active compounds read low. activity change, negative = inhibition, % at 11.5 µM. 330,000 compounds, 0.2% hits. AID 504810, 2011;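 active = activity change below a set negative limit, meaning inhibition stronger than a set level, cut at about -70% in these data; inconclusive = activity change between two set negative limits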; note: % is set by controls: 0 for no effect and ±100 for the full control effect
#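 Competitive HTRF cAMP read-out (cryptate anti-cAMP antibody, cAMP-d2; 30 min, room temperature) in freshly harvested TSHR cells. Compounds added before TSH at EC80 (4nM final), followed by 2 hours' incubation at 37 deg C.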
# The depositor's hits bear a star; ? = inconclusive; / = not tested or not shown; [ ] = dose if it differs, or a comment. Unless noted, calls come from the whole dose curve; as a rule, active = well fitted curve in the direction sought with a large enough effect; inconclusive = small, poorly fitted or top-dose-only effect, or another doubt; inactive = no such curve, though single readings can be large; an effect the other way counts as inactive or inconclusive. Only part of the results is shown (hit frequency here may not be typical).
(1) CC(NC(=O)C1CCN(C(=O)[C@@H]2Cc3ccccc3CN2)CC1)c1ccccc1 (stereo partly specified)
(2) O=C(COC(=O)CNC(=O)c1ccc(Cl)cc1)Nc1ncc(C(F)(F)F)cc1Cl
(3) Cc1nonc1OCC(C)(COc1nonc1C)NC(=O)c1ccccc1
(4) COCCN(C(=O)COC(=O)CCc1ccccc1OC)c1c(N)n(Cc2ccccc2)c(=O)[nH]c1=O
(5) CC(OC(=O)CCC(=O)c1cccs1)C(=O)Nc1ccc(Cl)cn1 (stereo unspecified)
(6) CCn1nc(C(C)C(=O)O)c2ccccc2c1=O (stereo unspecified)
(7) O=C(Nn1cnnc1)c1ccc(F)cc1
(8) COc1ccccc1NC(=O)COc1cccc2c1CCNC2=O
compound no.	1	2	3	4	5	6	7	8
GALK inhibitor	2%	/	-2%	/	-3%	4%	0%	/
hERG WT inh	5	-3	4	-6	-20	-7	5	-14
MBNL1-CUG inh	-3%	?	-13%	/	-9%	-11%	-12%	/
USP2a block	0%	3%	2%	1%	1%	3%	2%	0%
Chronic BCR inh	-1%	0%	-8%	5%	-2%	7%	6%	2%
Eya2 inh	-20%	5%	7%	-18%	3%	3%	-3%	-12%
Menin-MLL TR inh	3%	0%	0%	/	-7%	-1%	17%	/
TSHR antag	15	0	19	/	4	5	1	-11
PKM2 act	/	-11%	-11%	/	12%	5%	/	/
ASM inhibitor	0%	2%	1%	/	-1%	4%	2%	2%
Mito fusion yeast	-4%	4%	-3%	1%	-2%	1%	-1%	17%

# Reprinted from the part before: 4 entries, then new ones.
(5) CC(OC(=O)CCC(=O)c1cccs1)C(=O)Nc1ccc(Cl)cn1 (stereo unspecified)
(6) CCn1nc(C(C)C(=O)O)c2ccccc2c1=O (stereo unspecified)
(7) O=C(Nn1cnnc1)c1ccc(F)cc1
(8) COc1ccccc1NC(=O)COc1cccc2c1CCNC2=O
(9) CCN1CCN(CCCNC(=O)CNC(=O)c2nn(-c3ccc(OC)cc3)c(=O)c3ccccc23)CC1
(10) Brc1ccc(-c2cn3c(n2)CCc2ccc4cccnc4c2-3)cc1
(11) CN(C(=O)c1cccs1)C1(C)CCS(=O)(=O)C1 (stereo unspecified)
(12) CN(C)c1cc2c(c(N(C)C)c1)C(=O)c1ccccc1C2=O
(13) CC(C(=O)N1CCOCC1)N1c2cccc3cccc(c23)S1(=O)=O (stereo unspecified)
(14) CC(=O)N1c2ccc(S(=O)(=O)N3CCC(C(=O)N4CCN(c5cc(Cl)ccc5C)CC4)CC3)cc2CC1C (stereo unspecified)
(15) COCCCNC(=S)NNC(=O)c1ccoc1C
(16) CSCC[C@H](NC(=O)COc1cc2c(c3oc(=O)c(C)c(C)c13)CCC(C)(C)O2)C(=O)O
(17) COc1ccc(NC(=O)c2cccnc2N2CCCC2)cc1
(18) Cc1nc2ccc(NC(=O)Cc3ccccc3F)cc2s1
compound no.	5	6	7	8	9	10	11	12	13	14	15	16	17	18
GALK inhibitor	-3%	4%	0%	/	-2%	2%	6%	0%	1%	3%	0%	-1%	2%	-1%
hERG WT inh	-20	-7	5	-14	3	0	17	7	16	-16	-6	8	-1	0
MBNL1-CUG inh	-9%	-11%	-12%	/	?	2%	-1%	?	17%	0%	?	27%	0%	-12%
USP2a block	1%	3%	2%	0%	4%	-13%	0%	0%	1%	-3%	4%	4%	0%	5%
Chronic BCR inh	-2%	7%	6%	2%	-1%	?	-3%	?	-5%	7%	0%	4%	17%	?
Eya2 inh	3%	3%	-3%	-12%	-12%	15%	0%	2%	-2%	1%	2%	5%	23%	0%
Menin-MLL TR inh	-7%	-1%	17%	/	-8%	10%	/	?	-4%	/	-21%	-3%	0%	-19%
TSHR antag	4	5	1	-11	-10	15	-7	-30	8	-1	11	-7	-1	-21
PKM2 act	12%	5%	/	/	0%	-9%	-7%	-23%	-7%	/	-2%	/	0%	5%
ASM inhibitor	-1%	4%	2%	2%	0%	29%	0%	-16%	21%	-3%	3%	54%[activator]	-3%	2%
Mito fusion yeast	-2%	1%	-1%	17%	-2%	4%	1%	-9%	-1%	1%	-3%	0%	6%	7%

# Part of the list above with just Mito fusion yeast.
entry	Compound	Mito fusion yeast
9	CCN1CCN(CCCNC(=O)CNC(=O)c2nn(-c3ccc(OC)cc3)c(=O)c3ccccc23)CC1	-2%
10	Brc1ccc(-c2cn3c(n2)CCc2ccc4cccnc4c2-3)cc1	4%
11	CN(C(=O)c1cccs1)C1(C)CCS(=O)(=O)C1 (stereo unspecified)	1%
12	CN(C)c1cc2c(c(N(C)C)c1)C(=O)c1ccccc1C2=O	-9%

# Source: PubChem (National Center for Advancing Translational Sciences (NCATS))
